Screening results deposited in PubChem by several laboratories.
KKLEB cytotox – cytotoxicity in KKLEB CF airway cells, primary screen, cytotoxicity control for CF NF-kB inhibitor project, cell-based, uHTS, fluorescence assay plates. hit rate 0.36% among 360,000. KKLEB CF airway cells viability, ATPlite luminescence, overnight; hits give low values; cells stimulated with P. aeruginosa culture filtrate. activity change (cytotoxicity), % at 5 µM;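 active = corrected activity change at or below -50% at 5 µM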
Vif inh – HIV Vif self-association inhibitors, primary screen, imaging, HEK293T, single point. HEK293T cells, Vif self-association by quenched fluorescence, 24 h. inhibition, % at 7.49 µM. hit rate 0.35% among 340,000; in the data active = inhibition above about 50%, passing the limit was not always enough; also: some results filed as inactive read as strong as hits
CaV13 FRET inh – Primary screen for inhibitors of IQ motif and Ca2+-dependent inactivation inhibitor domain binding in CACNA1D, Förster resonance energy transfer in living cells, …. HEK cells, CFP/YFP FRET ICDI-IQ, plate reader, 10 min; percent FRET-ratio fall versus neutral wells. hit rate 0.098% among 340,000. inhibition, % at 12.3 µM;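 active = mean replicate inhibition of at least 30% and at least 1% of replicates passing that level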;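 also: 0% = median of the neutral control wells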
NR2E3 ag-1 – NR2E3 agonists in two-hybrid cells, primary screen, cell-based, luminescence, CHO-S, Gal4-NCOR/VP16-NR2E3 | inhibition of corepressor binding, % at 3.98 µM | Photoreceptor-specific nuclear receptor (Homo sapiens), Q9Y5X4 | AID 602229, 2012 | luciferase | hit rate 0.35% among 360,000;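 active = inhibition above the mean of all tested compounds plus 3 SD, cut at about 70% in these data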;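 also: 0% = DMSO with NR2E3 transfected cells and 100% = cells lacking NR2E3 construct; higher means lower luciferase signal from less NR2E3 corepressor binding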
Target sequence (Q9Y5X4 whole entry, looked up, the tested form may be a part): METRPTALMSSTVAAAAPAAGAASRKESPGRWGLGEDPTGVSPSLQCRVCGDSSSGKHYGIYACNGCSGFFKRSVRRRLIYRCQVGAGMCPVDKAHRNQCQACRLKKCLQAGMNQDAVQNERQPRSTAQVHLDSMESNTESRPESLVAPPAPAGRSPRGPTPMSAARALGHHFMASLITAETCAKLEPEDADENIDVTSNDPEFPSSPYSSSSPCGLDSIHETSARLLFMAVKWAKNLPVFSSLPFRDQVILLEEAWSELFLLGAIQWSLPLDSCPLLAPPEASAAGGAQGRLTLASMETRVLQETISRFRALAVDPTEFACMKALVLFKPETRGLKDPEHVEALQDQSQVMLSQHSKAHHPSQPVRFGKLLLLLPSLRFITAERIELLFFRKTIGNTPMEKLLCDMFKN
PDI turbidity – inhibitors of human PDI, primary screen, biochemical, turbidity, single point, plate reader. Protein disulfide-isomerase (Homo sapiens), P07237. PDI insulin aggregation turbidity, A650, 90 min. inhibition, % at 10 µM. hit rate 0.052% among 350,000. AID 588391, 2011;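 active = mean inhibition across replicates of 30% or more, whatever share of single replicates reach that level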;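 also: absorbance from insulin aggregation driven by PDI reduction with DTT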
Target sequence (P07237 whole entry, looked up): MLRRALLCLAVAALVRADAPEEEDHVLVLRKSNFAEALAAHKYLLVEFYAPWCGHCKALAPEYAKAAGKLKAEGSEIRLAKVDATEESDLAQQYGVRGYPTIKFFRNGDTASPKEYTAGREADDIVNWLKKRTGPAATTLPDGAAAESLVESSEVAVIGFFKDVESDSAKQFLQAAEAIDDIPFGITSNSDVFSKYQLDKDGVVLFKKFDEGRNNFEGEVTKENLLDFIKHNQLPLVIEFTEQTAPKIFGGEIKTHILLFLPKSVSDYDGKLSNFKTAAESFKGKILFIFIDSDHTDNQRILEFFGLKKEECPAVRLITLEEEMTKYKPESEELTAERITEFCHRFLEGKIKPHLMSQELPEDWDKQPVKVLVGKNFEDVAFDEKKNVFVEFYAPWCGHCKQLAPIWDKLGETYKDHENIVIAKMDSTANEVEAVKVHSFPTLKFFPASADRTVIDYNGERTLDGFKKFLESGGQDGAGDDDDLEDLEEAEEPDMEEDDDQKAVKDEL
HIF-2a block – HIF-2a reporter inhibitors, primary screen, luminescence, 786-0 RCC cells; 786-0 RCC cells HIF-2a reporter, luciferase luminescence, overnight; inhibition, % at 18.8 µM; hit rate 0.72% among 360,000; AID 624352, 2012;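 active = inhibition of the luminescence signal of 40% or more relative to plate controls, in a single-dose primary screen at 18.75 µM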
CF NFkB block – inhibitors of PAF-induced NF-kB signaling, primary screen, cell-based, GFP fluorescence, uHTS. KKLEB NF-kB-GFP reporter, GFP fluorescence overnight. hit rate 0.86% among 360,000. inhibition, % at 5 µM. AID 588850, 2011;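 active = at least 50% inhibition at 5 µM, scaled per plate between neutral and stimulator controls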;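 also: PAF is a Pseudomonas aeruginosa culture filtrate used as stimulus; plate controls were PAF-stimulated DMSO wells for no effect and unstimulated DMSO wells for full effect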
NR2E3 ag-2 – inhibitors of NR2E3-RetCOR corepressor binding, primary screen, NR2E3 agonist project, biochemical, TR-FRET, GST-NR2E3, biotin-RetCOR. Photoreceptor-specific nuclear receptor (Homo sapiens), Q9Y5X4. 1536-well. inhibition of corepressor binding, % at 4.78 µM. hit rate 0.12% among 320,000. AID 2300, 2010;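 active = percent inhibition above the cutoff of mean plus 3 SD of all tested compounds, set per screening campaign, cut at about 20% in these data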;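 also: 0% = DMSO wells and 100% = biotin wells as full block of FRET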
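Material: NR2E3–RetCOR corepressor complex / Incubation: Compound–protein incubation for 5 h at 4 °C / Dosing: compound at 4.8 µM, single dose / Detection: time-resolved FRET / Benchmarks: high control biotin, low control 0.6% DMSO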
MITF TRPM1 inh – inhibitors of MITF-dependent TRPM1 promoter reporter, primary screen, cell-based, SK-MEL-5, single point, luciferase | SK-MEL-5 TRPM1 promoter luciferase, 24 h | inhibition, % at 12.5 µM | hit rate 0.83% among 330,000;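 active = mean inhibition across replicates of 60% or more, whatever share of single replicates reaches that level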; also: values of inactives mirror those of a sister screen read the other way
Shn3 inh set2 – reduction of Shn3 3'UTR firefly luciferase signal, primary screen, Schnurri-3 inhibitor project, cell-based, Clone20 osteoblasts, set 2. Clone20 osteoblast Shn3 3'UTR firefly luciferase, 24 h. inhibition, % at 12.5 µM. hit rate 0.52% among 360,000. AID 588674, 2011;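 active = mean inhibition of at least 75% with every replicate also reaching 75%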;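 also: 0% = median of neutral control wells and 100% = pilot-screen positive control compound; some compounds past the cut are filed as inactive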
Peg3 prom inh – Peg3 promoter-driven luciferase inhibitors, primary screen, cell-based, HeLa, luciferase luminescence. inhibition, % at 20 µM. hit rate 1.7% among 360,000. HeLa PEG-Prom luciferase reporter, overnight;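 active = inhibition of at least 50% at 20 µM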
Active calls of the source: *; . = no result given; & = joins results of further samples.

1	CCOC(=O)c1c(C)[nH]c(C(=O)N/N=C/c2cccc(OC)c2)c1C
2	CCOCCCNC(=O)c1ccc(-n2c(=S)[nH]c3ccccc3c2=O)cc1
3	CCOC(=O)Oc1c(OC)cc(C(=O)O[C@@H]2C[C@@H]3CN4CCc5c([nH]c6cc(OC)ccc56)[C@H]4C[C@@H]3[C@H](C(=O)OC)[C@H]2OC)cc1OC
4	O=C(NC1CC1)C1=NOC(CNc2ncc(C(F)(F)F)cc2Cl)C1 (stereo unspecified)
5	COCc1ccc(-c2c(-c3ccsc3)oc(=O)c3cc(OC)c(OC)cc23)cc1
6	O=C1c2ccccc2NC(c2cccc(Cl)c2)N1N=C1CCCCCC1 (stereo unspecified)
7	O=C(Nc1ccc2oc(=O)ccc2c1)c1cccnc1
8	CCCCC(=O)Nc1nnc(C2=COCCO2)o1
entry no.,1,2,3,4,5,6,7,8
NR2E3 ag-1,-10,-6,-9,-12,-34,-43,-19,4
PDI turbidity,7,2,35*,9,-3,2,-9,-1
KKLEB cytotox,-6,-10,11,-5,-2,4,6,4
Peg3 prom inh,-42,1,26,-5,-54,-239,0,-6
Vif inh,5,-9,9,-3,-1,-3,-3,3
CaV13 FRET inh,-4,-2,-5,.,-5,-5,-8,7
HIF-2a block,-102,23,15,-4,-144,-123,-2,18
NR2E3 ag-2,1,0,0,3,.,-3,1,-1
CF NFkB block,17,-10,77*,-10,-15,-3,-13,18
MITF TRPM1 inh,-21,10,33,-16,-36,-91,0,12
Shn3 inh set2,-1,22,93*,-13,-33,-110,5,3

Structural class, those above containing a halogen
4	O=C(NC1CC1)C1=NOC(CNc2ncc(C(F)(F)F)cc2Cl)C1 (stereo unspecified)
6	O=C1c2ccccc2NC(c2cccc(Cl)c2)N1N=C1CCCCCC1 (stereo unspecified)
entry no.,4,6
NR2E3 ag-1,-12,-43
PDI turbidity,9,2
KKLEB cytotox,-5,4
Peg3 prom inh,-5,-239
Vif inh,-3,-3
CaV13 FRET inh,.,-5
HIF-2a block,-4,-123
NR2E3 ag-2,3,-3
CF NFkB block,-10,-3
MITF TRPM1 inh,-16,-91
Shn3 inh set2,-13,-110

More compounds.
9	Clc1ccccc1N1CCN(Cc2c[nH]c3ccccc23)CC1
10	CC1CCCCC1NC(=O)NC(=O)CCl (stereo unspecified)
11	O=C(CSc1ccc(Cl)cc1)Nc1cccc(-c2nc3ccccc3[nH]2)c1
12	CCCCCCC(NC(=O)Cc1ccc2ccccc2c1)C(=O)O (stereo unspecified)
13	O=C(OCn1nnc2ccccc2c1=O)c1ccc2ccccc2n1
14	C=CCN1C(=O)C(Cc2cccc(Cl)c2)S/C1=N/N=C/c1ccco1 (stereo unspecified)
15	Cc1cc(C)n(C)c(=O)c1C#N
16	O=C(CSCCS(=O)(=O)c1ccc(Cl)cc1)Nc1ccccc1
entry no.,9,10,11,12,13,14,15,16
NR2E3 ag-1,5,-22,-43,21,-13,9,-26,1
PDI turbidity,12,2,3,-12,-5,2,6,5
KKLEB cytotox,-16,-5,-9,5,-8,-3,2,9
Peg3 prom inh,-8,55*,51*,3,-3,9,-3,8
Vif inh,-20,12,6,-5,8,-5,3,-10
CaV13 FRET inh,-21,-3,-3,-4,.,-8,0,-5
HIF-2a block,21,13,3,2,13,-4,2,5
NR2E3 ag-2,3,-6,-17,.,.,-2,-3,2
CF NFkB block,4,11,-43,-18,0,16,-5,-15
MITF TRPM1 inh,11,.,1,-4,7,-4,-3,-27
Shn3 inh set2,27,7,-8,5,10,2,11,1

17	COc1ccccc1N(C(=O)c1snc(C(N)=O)c1N)C(C(=O)NC1CCCCC1)c1cccc(OC)c1OC (stereo unspecified)
18	CC(C)N1CCC(N2CCN(Cc3ccc4nsnc4c3)CC2CCO)CC1 (stereo unspecified)
19	COCCNC(=O)c1ccccc1NC(=O)COc1ccccc1
20	c1csc(-c2nnc(NC3CCCCC3)c3ccccc23)c1
21	Nc1cccc(-c2nc3cc(S(=O)(=O)c4ccc5oc(-c6cccc(N)c6)nc5c4)ccc3o2)c1
22	Cc1ccc(C)c(N2CCN(C(=O)C3CCN(S(=O)(=O)c4c(C)noc4C)CC3)CC2)c1
23	CN(CC(=O)Nc1ccc(F)cc1)C(=O)Cn1nnc(-c2ccccc2)n1
24	CCOC(=O)c1oc2ccccc2c1NC(=O)C1CCCCC1
entry no.,17,18,19,20,21,22,23,24
NR2E3 ag-1,-7,-8,-25,-14,8,44,-6,-6
PDI turbidity,0,-1,2,7,-8,-2,-6,1
KKLEB cytotox,6,-3,3,7,9,-9,4,-17
Peg3 prom inh,14,-5,5,0,73*,15,16,18
Vif inh,5,8,-6,-8,5,-21,5,-1
CaV13 FRET inh,-3,-6,-6,-3,-5,-6,-5,-8
HIF-2a block,30,16,3,0,-5,22,6,3
NR2E3 ag-2,4,-1,-2,2,0,-2,-1,-1
CF NFkB block,-5,-4,-3,-16,-10,14,3,2
MITF TRPM1 inh,-13,-2,2,16,55,17,6,-4
Shn3 inh set2,1,-7,-7,23,46,81,-3,16

25	N/C(COc1ccc(Cl)cc1Cl)=N\O
26	Cc1nnc(SCC(=O)NNC(=O)c2ccccc2)n1Cc1ccccc1
27	COc1ccc(C(=O)c2oc3ccc(Br)cc3c2NC(C)=O)cc1
28	CCOc1ccc2nc(NC(=O)CN3C(=O)NC4(CCCC4)C3=O)sc2c1
29	COc1ccc2oc(C)c(NC(C)=O)c2c1
30	O=c1[nH][nH]c(-c2ccccc2)c1C=Nc1ccc(Cl)cc1
31	COc1cc(NC(=O)c2ccccc2Cl)c2ncccc2c1
32	COC(=O)c1cc(C(=O)OC)cc(N2C(=O)CC(NNC(=O)c3ccccc3Br)C2=O)c1 (stereo unspecified)
entry no.,25,26,27,28,29,30,31,32
NR2E3 ag-1,2,-20,-23,-37,-20,16,-22,-1
PDI turbidity,0,2,.,-1,1,5,6,12
KKLEB cytotox,-15,0,1,-7,-24,0,2,6
Peg3 prom inh,-9,2,-8,-122,16,13,8,8
Vif inh,-10,-4,-5&-3,-3,-2,0,1,0
CaV13 FRET inh,-4,-5,-3,-6,-3,-5,11,-4
HIF-2a block,-2,9,-10,-168,9,-3,-25,8
NR2E3 ag-2,-4,.,-2,2,0,1,2,2
CF NFkB block,9,19,15,3,6,14,18,-6
MITF TRPM1 inh,6,-4,-16,-37,10,6,31,5
Shn3 inh set2,-5,6,-6&2,-76,0,-6,-7,-4

Given with each value named: two of the compounds above
31) COc1cc(NC(=O)c2ccccc2Cl)c2ncccc2c1
  NR2E3 ag-1 = -22 | PDI turbidity = 6 | KKLEB cytotox = 2 | Peg3 prom inh = 8 | Vif inh = 1 | CaV13 FRET inh = 11 | HIF-2a block = -25 | NR2E3 ag-2 = 2 | CF NFkB block = 18 | MITF TRPM1 inh = 31 | Shn3 inh set2 = -7

32) COC(=O)c1cc(C(=O)OC)cc(N2C(=O)CC(NNC(=O)c3ccccc3Br)C2=O)c1 (stereo unspecified)
  NR2E3 ag-1 = -1 | PDI turbidity = 12 | KKLEB cytotox = 6 | Peg3 prom inh = 8 | Vif inh = 0 | CaV13 FRET inh = -4 | HIF-2a block = 8 | NR2E3 ag-2 = 2 | CF NFkB block = -6 | MITF TRPM1 inh = 5 | Shn3 inh set2 = -4

Sorted by the number under PDI turbidity (high to low): 3 of the compounds above.
nr	molecule	PDI turbidity
31	COc1cc(NC(=O)c2ccccc2Cl)c2ncccc2c1	6
26	Cc1nnc(SCC(=O)NNC(=O)c2ccccc2)n1Cc1ccccc1	2
25	N/C(COc1ccc(Cl)cc1Cl)=N\O	0

Remaining list, next part:
33	O=C(CN1CCC(n2nnc3cc(F)ccc32)CC1)NC1CCCCC1
34	CCOC(=O)CSc1nnc(CNC(=O)c2cccs2)n1-c1ccccc1
35	O=c1[nH]c2cc(S(=O)(=O)CCO)ccc2o1
36	Cc1cc(C)c2oc(=O)cc(CN3CCN(Cc4ccc5c(c4)OCO5)CC3)c2c1
37	COc1ccccc1C(C#N)N1N=C(C)CC1(C)C (stereo unspecified)
38	O=C(Nc1nccs1)C1CC2CCC1C2 (stereo unspecified)
39	CCc1nnc(NC(=O)CSc2nc(-c3ccccc3)c(-c3ccccc3)o2)s1
40	Cc1ccc2c(CN3CCN(Cc4ccc5c(c4)OCO5)CC3)cc(=O)oc2c1C
41	O=C(CN1CCOCC1)Nc1cc([N+](=O)[O-])ccc1Cl
42	O=S(=O)(NC(=NCc1ccccc1)c1ccc(F)cc1)c1ccc(Cl)cc1
entry no.,33,34,35,36,37,38,39,40,41,42
NR2E3 ag-1,-25,-13,-29,0,-8,19,-3,-8,-13,-7
PDI turbidity,-2,-1,-17,16,1,7,-1,-3,-2,7
KKLEB cytotox,1,-8,13,-6,-10,-8,-13,-7,10,-4
Peg3 prom inh,10,5,6,9,-8,6,27,-3,5,6
Vif inh,-3,-4,-4,-6,.,-2,6,-7&0,5,-13
CaV13 FRET inh,.,-5,-4,.,-5,-4,-19,-8,-7,3
HIF-2a block,3,4,11,12,-7,-3,17,-15,6,11
NR2E3 ag-2,0,4,-1,.,0,3,-2,5,1,-1
CF NFkB block,0,14,3,0,4,-6,15,-2,2,13
MITF TRPM1 inh,-2,9,-18,20,1,-12,17,12,-7,8
Shn3 inh set2,10,2,20,-16,-10,-6,-6,1,-3,1

An unsorted share of the library; 3.3% or so of the library scored in one or more.
